Bioassay records: PubChem BioAssay, several laboratories
HSF-1 act: increases HSF-1 driven luciferase reporter signal; activation, % at 9 µM; NIH3T3-HGL HSF-1 luciferase reporter, MG132, 8 h; 100% = twice DMSO control signal; AID 504408; 300,000 tested, 1.7% active;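 active means mean replicate activation of at least 50% with a set share of replicates each reaching 50%; inconclusive means only one of those two conditions met; inactive means mean below 50% and too few replicates reaching it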;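 further: 0% = median of the neutral control wells and 100% = twice that signal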
KLF5 inh: suppresses KLF5 promoter-driven expression; inhibition, % at 5 µM; 290,000 tested, 0.23% active; DLD-1 KLF5 promoter-luciferase reporter, luminescence;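 active means inhibition above a per-plate limit of that plate's mean compound inhibition plus 3 SD, cut at about 60% in these data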;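 further: 0% = DMSO wells and 100% = LY294002 at 200 µM; higher means less KLF5 promoter-driven luciferase light; inactives centre near -14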
IEC-6 tox: counter-screen for KLF5 inhibitors: cytotoxicity in IEC-6 cells. IEC-6 cytotoxicity, luminescence viability. AID 1825. inhibition, % at 5 µM. 290,000 tested, 0.78% active; in the data active means inhibition above about 22%;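 further: 0% = plate median of test compound wells and 100% = cytotoxic reference compound wells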
HSP90 refold inh: blocks HSP90-mediated luciferase refolding in reticulocyte lysate; inhibition, % at 5.6 µM; AID 1789; 290,000 tested, 0.91% active; Rabbit reticulocyte lysate, luciferase refolding luminescence, 3 h;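 active means inhibition above the screen-wide mean plus 3 SD, computed separately per campaign, cut at about 16% in these data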;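 further: 0% = DMSO wells and 100% = 60 µM geldanamycin wells; inhibitors lower the luminescence because luciferase stays unfolded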
GSK3 alpha inh: blocks human GSK-3 alpha kinase. ADP-Glo luminescence, 60 min. P49840. inhibition, % at 10 µM. 320,000 tested, 0.1% active;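 in the data active means inhibition above about 50%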;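 further: GST-tagged GSK-3 alpha with peptide substrate and 25 µM ATP; 0% = DMSO neutral wells and 100% = GW8510 positive control wells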
Target sequence (P49840 whole entry, looked up): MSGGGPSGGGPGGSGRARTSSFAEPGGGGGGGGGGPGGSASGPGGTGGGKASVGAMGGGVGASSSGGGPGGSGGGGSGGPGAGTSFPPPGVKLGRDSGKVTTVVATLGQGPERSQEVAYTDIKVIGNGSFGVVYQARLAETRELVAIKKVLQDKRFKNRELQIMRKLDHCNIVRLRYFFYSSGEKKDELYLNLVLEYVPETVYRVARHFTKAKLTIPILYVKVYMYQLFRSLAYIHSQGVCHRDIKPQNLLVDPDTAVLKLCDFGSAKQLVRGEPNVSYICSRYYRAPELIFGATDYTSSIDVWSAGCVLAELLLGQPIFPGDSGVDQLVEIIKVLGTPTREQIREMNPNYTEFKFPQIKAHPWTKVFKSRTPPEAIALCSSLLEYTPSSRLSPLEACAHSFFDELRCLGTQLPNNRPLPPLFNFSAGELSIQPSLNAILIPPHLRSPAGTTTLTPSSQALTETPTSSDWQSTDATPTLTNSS
PolyA inh: inhibitors of polyadenylation in S. cerevisiae; AID 1875; calls only at 12 µM; 300,000 tested, 0.02% active; S. cerevisiae SKY197-pL101 polyadenylation reporter, beta-gal luminescence; efflux-impaired pdr1/pdr3 knockout yeast; score 100 = 6 SD above DMSO;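 active means lowest replicate activity score at least 50, where 100 means six control SD above control mean; inconclusive means lowest score under 50 but half or more replicates reach 50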;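 further: yeast exposed to compound for 9 h at 30 °C; higher score means more reporter readthrough which indicates perturbed polyadenylation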
GSK3B inh: human GSK3beta kinase inhibition | GST-GSK3beta kinase, ADP-Glo luminescence, 60 min; hits give low values | P49841 | activity score (negative = inhibition), % at 10 µM | 300,000 tested, 0.038% active;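 active means more than half of replicate wells score below -50%, meaning over 50% inhibition versus plate controls; inconclusive means some replicates but at most half score below -50%; inactive means no replicate scores below -50%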;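 further: 0% = median DMSO wells and -100% = median GW8510 positive control wells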
Target sequence (P49841 whole entry, looked up): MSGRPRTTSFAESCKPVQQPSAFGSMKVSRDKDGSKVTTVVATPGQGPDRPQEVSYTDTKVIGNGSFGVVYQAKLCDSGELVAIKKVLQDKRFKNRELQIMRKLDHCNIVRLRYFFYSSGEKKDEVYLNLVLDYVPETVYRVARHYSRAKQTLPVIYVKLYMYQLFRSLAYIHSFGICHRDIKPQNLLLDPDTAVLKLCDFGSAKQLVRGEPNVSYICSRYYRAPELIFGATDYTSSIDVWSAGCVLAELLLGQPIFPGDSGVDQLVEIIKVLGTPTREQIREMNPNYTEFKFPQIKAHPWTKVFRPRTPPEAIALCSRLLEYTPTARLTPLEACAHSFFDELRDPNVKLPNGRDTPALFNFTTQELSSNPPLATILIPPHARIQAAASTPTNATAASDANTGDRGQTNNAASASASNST
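test system = GST-tagged human GSK3beta kinase, cell-free | reagent = 25 µM ATP with peptide substrate | dosing = one dose of 10 µM per compound | schedule = 60 min reaction, RT | detection = luminescent ADP-Glo measurement of ADP formed | control set = DMSO neutral wells and GW8510 at 20 µM as positive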
aSyn 5UTR inh: MLPCN primary screen, SNCA 5' untranslated region; alpha-synuclein 5'UTR reporter, inhibitor activity; inhibition, % (tested at 7.5 µM); 300,000 tested, 0.82% active; in the data active means inhibition above about 60%; inconclusive means no clear call, values can overlap the other calls;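 further: H4 neuroglioblastoma cells stably carrying SNCA 5'UTR luciferase fusion; 0% = DMSO wells and 100% = positive control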
AI-2 QS modul: Vibrio harveyi AI-2 quorum sensing modulation; Vibrio harveyi JMH597 AI-2 luminescence/OD600 ratio, 9 h; hits give low values; strain lacks LuxN and CqsS sensors; 0 = neutral-control median; activity change, % at 7.5 µM; 300,000 tested, 0.4% active; in the data active means activity change below about -75%, passing the limit was not always enough; inconclusive means no clear call, values can overlap the other calls;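 further: luminescence divided by OD600 gain over 9 h not by final OD600 alone; inactives centre near 13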
HSF1 inh: HSF1 inhibition | activity change, negative = inhibition, % at 7.5 µM (by protocol) | AID 2098 | 300,000 tested, 0.77% active | NIH3T3-HGL HSE-luciferase, MG132-induced, luminescence 8 h; hits give low values;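 active means more than half of replicate wells show activity change below -50%, luminescence cut by over half; inconclusive means some wells, but at most half, below -50%; inactive means no replicate well below -50%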;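 further: luciferase reports HSF-1 transcriptional activity via heat shock element; 0% = median of DMSO wells and -100% = zero luminescence signal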
* hit, by the source's call; i = inactive; ? = inconclusive; nt = no result given.

Under each structure – HSF-1 act	KLF5 inh	IEC-6 tox	HSP90 refold inh	GSK3 alpha inh	PolyA inh	GSK3B inh	aSyn 5UTR inh	AI-2 QS modul	HSF1 inh
1. CCn1c(Cc2ccc(OC)cc2)nnc1SCc1nc2ccccc2c(=O)[nH]1
  29	-38	0	-4	1	i	4	-3	13	13
2. Cc1ccc(C)c2sc(NC(=O)CN3C(=O)CCC3=O)nc12
  1	-2	4	-1	0	i	1	-10	-12	3
3. Cc1cccc(C)c1NC(=O)N1CCC(n2cnc3ccccc32)CC1
  -1	4	-10	-1	5	i	1	11	24	-13
4. Nc1nonc1-c1noc(CCCN2C(=O)c3ccccc3C2=O)n1
  -25	-49	-3	-2	-2	i	-1	-108	24	-20
5. COc1ccc(C(=O)NC2CC2)cc1OC1CCN(Cc2ccc(Cl)cc2)CC1
  -2	-9	1	-4	1	i	1	-4	41	21
6. CCCN1CNC(=S)N(c2cc(C)ccc2C)C1
  -4	-7	-1	-3	4	i	-3	-14	24	-3
7. COc1ccccc1NC(=O)Cn1c2ccccc2c2nc3n(c(=O)c21)CCS3
  -2	-17	-5	0	-3	nt	3	25	19	6
8. COC(=O)c1sccc1NC(=O)c1sccc1C
  -4	-2	3	-2	-1	i	4	-16	39	-5
9. COc1ccc(C(=O)CC(=O)C(=O)Nc2ccccc2C(F)(F)F)cc1
  18	6	1	-2	1	i	2	-25	34	15
10. CCCc1cc(=O)[nH]c(SC(CC)C(=O)Nc2ccccc2C#N)n1 (centres undefined)
  43	-23	0	0	-1	i	0	7	42	11
11. COc1ccc(N(CC(=O)N/N=C/c2ccc3c(c2)OCO3)S(=O)(=O)c2ccccc2)cc1
  -5	8	-7	-3	-1	i	-1	-9	0	2
12. Cc1ccccc1Cn1nc(C)c(NC(=O)C2(C)CC2(Cl)Cl)c1C (centres undefined)
  nt	21	6	3	1	i	-4	12	6	nt
13. O=C(NCCN1CCOCC1)c1nn2c(c1Cl)NC(c1ccccc1)CC2C(F)(F)F (centres undefined)
  nt	9	0	1	-2	i	-2	6	1	nt
14. O=C(Nc1ccc(S(=O)(=O)N2CCOCC2)cc1)c1ccc([N+](=O)[O-])s1
  42	nt	nt	nt	-1	i	nt	-43	nt	26
15. Cc1ccc(CCC(=O)Nc2ccc(Br)cc2)o1
  -18	-55	6	-1	0	i	0	-57	-88*	-3
16. O=C(NCCc1ccc(Cl)cc1)c1ccc2nc[nH]c2c1
  22	-34	7	-2	-1	i	-2	-30	7	23
17. CCn1c(SCC(=O)N(C)CC(=O)Nc2cccc(OC)c2)nnc1-c1ccco1
  -1	nt	nt	nt	-1	i	-2	13	31	-7
18. O=c1[nH]c(=S)[nH]nc1Cc1ccccc1
  -5	-31	1	2	nt	i	6	0	35	-4
19. Cn1c(=O)n(Cc2ccccc2Cl)c2ccccc21
  21	-12	1	0	-6	i	3	28	17	0
20. CCn1c(C)cc(/C=C2/SC(=O)N(CC(=O)N3CCCC3)C2=O)c1C
  -1	-10	1	-2	0	i	0	-48	19	-3
21. CC(C)COc1ccc(N)cc1OCC(C)C
  -3	-22	0	2	1	i	3	-14	3	-1
22. CN(C(=O)Cn1cccc1C1=NC(c2ccccc2)CO1)c1ccccc1 (centres undefined)
  5	8	-1	2	-2	i	-1	-18	-2	-5
23. CCCc1nnc(SCC(=O)N2CCOCC2)n1Cc1ccco1
  5	6	4	4	3	i	-4	11	-2	-5
24. Cc1ccccc1NC(=O)Cn1c(=O)n(-c2ccc(CC(=O)NCC3CCCO3)cc2)c(=O)c2ccccc21 (centres undefined)
  22	-12	-2	-1	0	i	1	3	-3	1
25. COc1cccc(OC)c1C(=O)Oc1ccc2c(c1)O/C(=C\c1ccncc1)C2=O
  15	3	11	0	-1	i	-1	-29	22	5
26. COc1ccc(C2/C=C\CN(C(=O)c3ccccc3)[C@H](Cc3ccccc3)C(=O)N2Cc2ccc(F)cc2)cc1 (some centres undefined)
  nt	nt	nt	nt	1	i	1	34	22	8
27. CCCCSc1nc(O)c(Cc2ccccc2)c(=O)[nH]1
  -6	-5	1	6	-2	i	3	17	27	0
28. C#CCOCCOCCOCCNc1nc(N2CCN(C(=O)[C@H](C(C)C)n3cc(CCO)nn3)CC2)nc(N2CCN(C(=O)[C@H]([C@@H](C)CC)n3cc(CCCN=C(N)N)nn3)CC2)n1
  -9	-19	4	2	-3	i	2	-14	8	0
29. CCNC(=O)OCc1cn(-c2ccc(Cl)cc2)nn1
  1	6	1	-1	0	i	0	-26	17	3
30. C=CCn1c(SCC(=O)NCc2ccco2)nc2sc3c(c2c1=O)CCCC3
  -20	-28	-8	1	1	i	4	-15	-1	-10
31. Cc1cc(NC(=O)COC(=O)C2=COCCO2)c([N+](=O)[O-])cc1C
  1	-3	-3	0	-3	i	2	11	1	-4
32. CN(CC1CCCO1)S(=O)(=O)c1ccc(C(=O)Nc2ccc3c(c2)OCO3)cc1 (centres undefined)
  6	-18	-1	2	-2	i	3	-4	1	0
33. CC(C)OP(=O)(OC(C)C)C1(O)C(=O)Nc2ccccc21 (centres undefined)
  3	-29	-3	2	5	i	0	6	24	-6
34. CS(=O)(=O)N1CCC(Oc2ccccc2C(=O)N2CCC[C@H]2CO)CC1
  -7	-12	-5	2	0	i	-1	-11	11	2
35. Cn1cc(CCNC(=O)CC2C(=O)NCCN2CC(c2ccccc2)c2ccccc2)cn1 (centres undefined)
  -11	-1	-1	1	0	i	3	2	4	0
36. COc1ccc(/C=C2\C(=O)NC(=S)N2C(=O)c2ccc(C)cc2)cc1
  0	-48	5	-2	-1	i	1	-13	31	4
37. O=C(c1ccc(Br)cc1)C1CCc2occc2C1=O (centres undefined)
  -26	-9	-2	1	nt	i	3	5	15	-12
38. COc1ccccc1CNC(=O)C1CCN(c2nc3ccccc3o2)CC1
  -2	-5	2	0	2	i	4	-8	36	1
39. CC(=O)Nc1ccc(Nc2nc(Cl)nc(Nc3ccc(NC(C)=O)cc3)n2)cc1
  -33	0	-4	4	-8	i	2	-11	17	?
40. O=S(=O)(Nc1ncn[nH]1)c1ccc2ccccc2c1
  1	-2	8	3	4	i	3	5	6	-10
41. CSc1nccc(Oc2cncc(Cl)c2)n1
  -26	-31	-3	1	-2	i	-9	10	12	-22
42. CCOC(=O)c1[nH]c(CSc2nnc(-c3ccncc3)n2CCOC)c(C(=O)OCC)c1C
  3	-23	1	0	1	i	-6	13	28	-3
43. COc1cc(/C=N/Nc2ccc(C(F)(F)F)cn2)cc(OC)c1O
  1	-26	4	0	nt	i	-25	-27	9	22
44. O=C(/C=C/c1ccco1)OCc1nnc(-c2ccc(Cl)cc2)o1
  -2	-22	-5	3	2	i	2	-6	9	-1
45. Cc1nc2sccn2c(=O)c1S(=O)(=O)NC(C)c1ccccc1 (centres undefined)
  -1	9	2	-3	-1	i	-2	0	36	-9
46. O=C1CCc2cc(S(=O)(=O)NCCC(=O)NC3CCN(Cc4ccccc4)CC3)ccc2N1
  nt	-11	3	4	0	nt	nt	nt	nt	nt
47. C=CCn1c(-c2cccc(OC)c2)nc2nc3ccccc3nc21
  -3	8	-5	-3	-2	i	0	-36	12	7
48. NC(=O)c1ccsc1NC(=O)c1cccs1
  -25	-62	1	2	20	i	2	-164	22	-11
49. Cc1ccc(C(=O)NCCc2nnc(SCC(=O)Nc3nc(-c4ccccc4)cs3)n2C)cc1
  30	-3	0	-3	0	i	0	-65	14	22
50. O=C(CCSc1nc(-c2ccc3c(c2)OCO3)cc(C(F)(F)F)n1)NCc1ccco1
  -2	-146	-3	3	2	i	0	19	29	1
51. CCOC(=O)C1=C(CC)Nc2ccccc2N/C1=N\S(=O)(=O)c1ccc(C(=O)OCC)cc1
  -6	-49	-2	3	-5	i	0	21	15	-2
52. CCCCn1c(/N=C/c2ccc(N(C)C)cc2)nc2ccccc21
  -11	-28	-2	-2	0	i	0	5	20	-5
53. COc1ccc(/C=C2\CCn3c2nc2cc(C(=O)O)ccc2c3=O)cc1
  28	-44	-6	1	13	i	-1	-13	10	3
54. O=C(CC1COc2ccccc2O1)NC1CCCCC1 (centres undefined)
  40	-28	1	3	-2	i	1	-67	4	4
55. CCOc1ccccc1C(=O)N[C@H](C(=O)OCc1cc(=O)oc2cc(C)ccc12)C(C)C
  45	-13	-1	1	-3	i	2	2	-2	22
56. CCN(CC)CCCNC(=O)c1ccc(CS(=O)(=O)c2ccccc2OC)o1
  7	-22	3	0	-2	i	2	7	-5	-6
57. CC(=O)OCc1ccccc1Sc1ccccc1C(=O)NCc1ccccc1
  9	15	2	14	-2	i	2	13	15	4
58. CCc1nc(SCC(=O)Nc2nnc(CC(C)C)s2)n[nH]1
  4	-9	1	5	-1	i	0	18	15	0
59. O=C1OCCC1Sc1ncnc2sc3c(c12)CCC3 (centres undefined)
  8	-30	1	-5	1	i	-4	-13	9	-13
60. COc1cc(Br)cc(CNc2ccc(F)c([N+](=O)[O-])c2)c1O
  31	-10	-7	-4	-4	i	0	4	-2	28

Following part:
Under each structure – HSF-1 act	KLF5 inh	IEC-6 tox	HSP90 refold inh	GSK3 alpha inh	PolyA inh	GSK3B inh	aSyn 5UTR inh	AI-2 QS modul	HSF1 inh
61. COc1ccc(CCNC(=O)c2ccccc2NC(=O)C2=C(C)OCCS2)cc1OC
  16	-2	-2	4	3	i	-3	-15	-5	1
62. Cc1occc1C(=O)N/N=C/c1ccc(N(C)C)cc1
  ?	-121	8	20*	30	i	-27	-46	22	37
63. O=c1oc(Nc2ccccc2Cl)nc2ccccc12
  26	-93	0	9	nt	i	1	-91	11	23
64. COc1cccc(CN2CC(C(=O)N(C)Cc3ccc(C)cc3)CCC2=O)c1 (centres undefined)
  8	-24	-3	-2	0	i	2	-55	25	8
65. CCCOC(=O)C1C2C=CC3(CN(c4cccc(Cl)c4)C(=O)C13)O2 (centres undefined)
  6	-24	2	7	0	i	3	8	22	6
66. CCCCn1c(=N)n(CC(O)COc2cccc(C)c2)c2ccccc21 (centres undefined)
  17	13	7	3	5	i	-4	0	28	-4
67. O=C(CCc1nnc(Cc2ccc3c(c2)OCO3)o1)NCc1nc2ccccc2s1
  -6	-20	-1	2	nt	i	0	21	30	-2
68. CCNC(=O)O/N=C(\C)c1sc(-c2ccc(Cl)cc2)nc1C
  60*	-231	8	1	0	i	1	-77	4	34
69. CC(NC(=O)C(=O)NCCC1=CCCCC1)c1ccccc1 (centres undefined)
  4	-26	-8	-1	-1	i	-12	-3	21	0
70. CC(C)C[C@H](CO)Nc1nc(N(C)c2cccc(Cl)c2)c2ncn(C(C)C)c2n1
  -5	nt	nt	nt	-1	i	-9	25	12	5
71. COCCNC(=O)c1c(N)n(-c2ccccc2)c2nc3ccccc3nc12
  -7	-9	12	4	-9	i	2	19	15	-9
72. C/C(=N\NC(=O)CCn1nnc2ccccc21)c1cccs1
  -8	5	-1	0	0	i	0	-37	20	-4

Not all compounds are listed, so the mix of outcomes need not match the whole.
